Source: PubChem (National Center for Advancing Translational Sciences (NCATS))
Tb PYK inh: T. brucei pyruvate kinase inhibition; TbPYK enzyme, Kinase-Glo Plus ATP luminescence, 45 min; Potency, µM (doses to about 76.8 µM), without a hit: at the highest dose activity, negative = inhibition, hits mostly inhibitors; actives 0.12% (n = 410,000); note: potency is the fitted concentration of half-maximal effect; nearly all actives have a fitted effect of over 50% in size
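Luminescent Kinase-Glo Plus end-point after 45 min room-temperature reaction of T. brucei pyruvate kinase started with 130 uM ADP (final). Buffer TEA 50 mM pH 7.2 with KCl, MgCl2, BSA, Tween-20; titration-based qHTS with fitted concentration-effect curves.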
AmpC no deterg: inhibitors of E. coli AmpC beta-lactamase without detergent; AmpC nitrocefin hydrolysis, absorbance 480 nm, 0.0001% Triton; Potency, µM (titrated, usually from 57.1 µM), for inactives: at the highest dose activity change, negative = inhibition, most hits filed as inhibitors; actives 0.52% (n = 330,000);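 note: potency is the fitted concentration of half-maximal effect; plate controls were no compound for no effect and no enzyme for full effect; nearly all actives have a fitted effect of over 20% in size; some results filed as inactive show a strong effect at the top dose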
Target sequence (P00811 whole entry, looked up): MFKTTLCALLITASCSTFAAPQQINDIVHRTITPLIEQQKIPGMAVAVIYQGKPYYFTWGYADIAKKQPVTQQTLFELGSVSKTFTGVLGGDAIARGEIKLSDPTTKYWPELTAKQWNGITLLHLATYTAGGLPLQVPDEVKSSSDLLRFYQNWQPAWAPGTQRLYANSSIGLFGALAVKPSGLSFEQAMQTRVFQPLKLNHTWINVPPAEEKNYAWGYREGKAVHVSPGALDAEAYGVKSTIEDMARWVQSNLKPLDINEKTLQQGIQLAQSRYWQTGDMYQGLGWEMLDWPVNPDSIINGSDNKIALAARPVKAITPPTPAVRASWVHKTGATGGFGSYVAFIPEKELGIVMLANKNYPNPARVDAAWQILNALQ
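20 mM phosphate pH 7.0 + 0.01% (detergent screen) or 0.0001% Triton X-100; 5.3 nM AmpC reagent; cpd preinc 15 min RT; nitrocefin (800 uM stock) to start; A480 q20 s × 4 min; Activity was normalised to no-enzyme and no-compound control wells.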
LmPK inh: blocks Leishmania mexicana pyruvate kinase activity. purified LmPK, Kinase-Glo ATP luminescence, 1 h. Potency, µM (highest dose often 57.5 µM), for inactives: at the highest dose activity change, negative = inhibition, most hits filed as inhibitors. AID 1721. Q27686. actives 0.37% (n = 290,000); note: potency is the fitted concentration of half-maximal effect
Target sequence (Q27686 whole entry, looked up): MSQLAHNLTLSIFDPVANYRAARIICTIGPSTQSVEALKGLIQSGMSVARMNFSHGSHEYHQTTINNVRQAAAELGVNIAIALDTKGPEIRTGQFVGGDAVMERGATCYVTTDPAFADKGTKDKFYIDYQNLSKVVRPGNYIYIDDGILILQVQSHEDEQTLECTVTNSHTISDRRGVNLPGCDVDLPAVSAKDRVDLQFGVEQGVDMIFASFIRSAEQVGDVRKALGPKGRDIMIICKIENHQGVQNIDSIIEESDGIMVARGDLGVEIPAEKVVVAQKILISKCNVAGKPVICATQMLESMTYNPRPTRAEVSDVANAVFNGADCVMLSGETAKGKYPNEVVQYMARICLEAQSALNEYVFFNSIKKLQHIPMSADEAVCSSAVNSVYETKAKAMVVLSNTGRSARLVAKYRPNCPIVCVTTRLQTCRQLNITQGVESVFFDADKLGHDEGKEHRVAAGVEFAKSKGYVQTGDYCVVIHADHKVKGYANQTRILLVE
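In 50 mM imidazole pH 7.2 with 7 mM MgCl2, LmPK (0.1 nM) turned over PEP (0.5 mM) and ADP (0.1 mM) for 1 h at room temperature. Luciferase read-out of ATP.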
HCMV inh: human cytomegalovirus inhibition. HFF cells, HCMV-luciferase reporter, 72 h; hits give low values. activity change, negative = inhibition, % at 57.5 µM. actives 4.5% (n = 410,000). AID 1259415; in the data active = activity change below about -60%; inconclusive = no clear call, values can overlap the other calls; inactive = above about -39%
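Inhibition of viral replication was scored as loss of reporter luminescence in HFFs infected with HCMV-luciferase (MOI 1 PFU/cell) for 72 h; compounds tested at 2 doses, normalized to buffer and Salinomycin controls.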
AmpC inh detg: AmpC beta-lactamase inhibition with detergent present | Potency, µM (series often up to 114 µM), inactives show at the highest dose activity change, negative = inhibition, most hits filed as inhibitors | P00811 | AmpC hydrolysis of nitrocefin, absorbance 480 nm, 0.01% Triton | actives 0.041% (n = 370,000);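 note: potency is the fitted concentration of half-maximal effect; 0% = no-compound wells and -100% = no-enzyme wells; nearly all actives have a fitted effect of over 25% in size; some results filed as inactive show a strong effect at the top dose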
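AmpC (5.3 nM in the dispensed reagent) in 20 mM phosphate pH 7.0 with 0.01% (detergent screen) or 0.0001% Triton X-100 was preincubated with compounds for 15 min at room temperature. Nitrocefin was then added from an 800 uM solution, and hydrolysis was followed at 480 nm.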
Sm TGR block: blocks Schistosoma mansoni thioredoxin glutathione reductase; Q962Y6; purified TGR, DTNB reduction, TNB absorbance 405 nm; Potency, µM (highest dose often 114 µM), for inactives: at the highest dose activity change, negative = inhibition, most hits filed as inhibitors; actives 3% (n = 360,000); AID 485364; note: potency is the fitted concentration of half-maximal effect; nearly all actives have a fitted effect of over 60% in size
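TGR 20 nM + NADPH 100 uM (dispensed conc.), cpd preinc 15 min RT; start with NADPH (500 uM addition) then DTNB (15 mM addition). Kinetic TNB absorbance, 405 nm filter. Four-parameter Hill fit across titration.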
AMA1-RON2 inh: disrupts binding of P. falciparum AMA1 to RON2. AlphaScreen AMA1-biotinylated RON2 peptide binding. actives 0.2% (n = 360,000). Potency, µM (top dose mostly 58.2 µM), inactives show at the highest dose activity change, negative = inhibition, hits mostly inhibitors;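 note: potency is the fitted concentration of half-maximal effect; 0% = vehicle wells and -100% = peptide control; nearly all actives have a fitted effect of over 45% in size; some results filed as inactive show a strong effect at the top dose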
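AMA1 (3D7) with his tag at 25 nM final met compounds first, then biotinylated RON2 peptide at 25 nM; detection used donor plus acceptor beads, 10 µg/mL apiece, read by AlphaScreen after 30 min at room temperature.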
Active calls of the source: *; ? = inconclusive; / = not tested or not shown; [ ] = remark or other dose. Unless noted, calls come from the whole dose curve; as a rule, active = well fitted curve in the direction sought with a large enough effect; inconclusive = small, poorly fitted or top-dose-only effect, or another doubt; inactive = no such curve, though single readings can be large; an effect the other way counts as inactive or inconclusive. Unless noted, % is set by controls: 0 for no effect and ±100 for the full control effect.

Values run as follows: Tb PYK inh	AmpC no deterg	LmPK inh	HCMV inh	AmpC inh detg	Sm TGR block	AMA1-RON2 inh
- CCN(c1ccccc1)c1nc(=O)c2cccnc2s1
  0%	-5%	-8%	-39	7%	5%	-15%
- CC(C)(C)c1ccc(OCC(=O)Nc2ccc3c4c(cccc24)C(=O)NC3=O)cc1
  6%	-32%	1%	?	-4%	/	4%
- Cc1ccccc1OCC(=O)NS(=O)(=O)c1ccc(Cl)cc1
  2%	-15%	-3%	5	-5%	4%	-13%
- CCOC(=O)c1ccccc1NC(=O)COC(=O)CN1C(=O)C2CC=CCC2C1=O (centres undefined)
  4%	64%[activator]	2%	7	3%	7%	-8%
- Cc1ccc(NC(=O)CN2C(=O)NC3(CCCc4ccccc43)C2=O)c(Cl)c1 (centres undefined)
  12%	-17%	/	-13	/	/	-8%
- COc1ccc(C(=O)OC(C)C(=O)NC2CCCCC2C)cc1S(=O)(=O)N1CCOCC1 (centres undefined)
  -8%	33%	/	-98*	-5%	3%	5%
- Cc1ccc(/C=C/C(=O)NC2CCCCCCC2)o1
  7.9µM*	-41%	-7%	-36	-11%	2.5µM*	-23%
- O=C(CC(=O)c1ccncc1)c1ccccc1
  -9%	/	/	14	/	/	71%[activator]
- Cc1ccc2nc(N(CCCN(C)C)C(=O)c3cc4ccccc4oc3=O)sc2c1
  -1%	191%[activator]	-1%	?	-4%	-7%	8%
- COc1cc(OC)c2c(-c3ccccc3)cc(=O)oc2c1C(CC(=O)N1CCCC1)c1ccc2c(c1)OCO2 (centres undefined)
  2%	168%[activator]	0%	10	1%	3%	-17%
- O=C(/C=C/c1c(Cl)nc2ccccn12)Nc1ccc(F)cc1
  2%	?	0%	-23	0%	1%	-11%
- Cc1cccc(CC(=O)Nc2cccnc2)c1
  -3%	-25%	9%	17	-1%	2%	-2%
- O=C(OCC(=O)c1ccc[nH]1)c1ccc(S(=O)(=O)N2CCCCCC2)cc1
  -2%	-27%	3%	-13	-12%	1%	-2%
- CC(C)C[C@@H](CN1CCC[C@H]1CN1C(=O)C(=O)NC[C@@H]1Cc1ccccc1)N1C[C@H](Cc2ccccc2)N(CC2CCCCCC2)C(=O)C1=O
  -4%	/	/	-27	/	/	3%
- COc1ccc(/C=C/C(=O)OCC(=O)NC(=O)NC(C)(C)C)cc1
  -1%	-47%	4%	-12	-3%	2%	-1%

The list continues.
Values run as follows: Tb PYK inh	AmpC no deterg	LmPK inh	HCMV inh	AmpC inh detg	Sm TGR block	AMA1-RON2 inh
- O=C(Nc1ccc(F)c(Cl)c1)c1cc(C2CCCCN2C(=O)c2ccc3c(c2)CCO3)on1 (centres undefined)
  -2%	/	/	12	/	/	3%
- CCN(CC)C(=O)[C@H]1C[C@H](CC(=O)NCCCn2ccnc2)C(=O)N2CCc3c([nH]c4cc(CCC(=O)N(C)C)ccc34)[C@]12C
  -11%	33%	/	19	/	/	1%
- CCn1cc(CNC(=O)/C=C/c2ccc([N+](=O)[O-])cc2)cn1
  4%	-7%	2%	25	-11%	-4%	-13%
- COc1cc(NS(=O)(=O)c2ccc(NC(=S)NC(=O)c3sc4ccccc4c3Cl)cc2)nc(OC)n1
  -19%	-22%	6%	-11	-4%	-21%	1%
- COc1cc(C2NC(=O)NC(C)=C2C(=O)OC2CCCCC2)cc(Cl)c1O (centres undefined)
  -9%	34%	1%	33	2%	0%	32%[activator]
- COC(=O)C1=C(Cn2cnc3ccccc32)NC(=O)NC1c1cc(C)ccc1C (centres undefined)
  2%	-3%	-2%	-23	-4%	-8%	-14%
- Cc1ncc([N+](=O)[O-])n1Cc1ccc(F)cc1
  -22%	1%	6%	0	2%	57%[activator]	2%
- CC1CN(C(=O)CSc2nc(N)c(NC(=O)c3ccc(C(F)(F)F)cc3)c(=O)[nH]2)CC(C)O1 (centres undefined)
  -3%	/	/	35	/	/	0%
- Cc1ccccc1-c1nc2sc(-c3ccccc3)cc2c(=O)o1
  9%	-16%	2%	-23	1%	10%	4%
- Cc1ccc2nc(-c3ccc(N4CCOCC4)cc3)c(Nc3ccccc3C)n2c1
  -3%	/	/	82	13%	-2%	/
- CCOC(=O)c1ccccc1N/C=C1\CCCC1=O
  -2%	-7%	0%	73	?	-33%	-2%
- O=C(COC(=O)/C(=C/c1cccs1)c1cccs1)NC(c1ccccc1)c1ccccc1
  4%	-34%	0%	-32	3%	-7%	-13%
- CN(C)c1nc(N)nc(Cn2ccnc2)n1
  2%	-13%	2%	49	-3%	0%	18%
- CC(NC(=O)COC(=O)c1ccc2ccccc2n1)c1ccccc1 (centres undefined)
  -1%	-21%	/	-32	/	/	20%
- CCOC(=O)c1c(-c2ccc(C)cc2)csc1NC(=O)c1cc(=O)c2ccc(C)cc2o1
  1%	/	/	11	-8%	0%	/

(listing goes on)
Values run as follows: Tb PYK inh	AmpC no deterg	LmPK inh	HCMV inh	AmpC inh detg	Sm TGR block	AMA1-RON2 inh
- CCOc1ccc(Oc2ccc(-c3nnc(-c4ccccc4)o3)cc2[N+](=O)[O-])cc1
  1%	-36%	1%	4	?	-21%	15%
- Cc1c(Cl)cccc1Nc1nc(N)nc(CSc2ncccn2)n1
  10%	79%	16%	-94*	?	-5%	3%
- CCOc1cc(/C=C(\C#N)c2[nH]nc(N)c2C#N)ccc1O
  -15%	-44%	3%	64	-17%	7%	20%
- O=[N+]([O-])c1ccc(N2CCN(c3cccc(Cl)c3)CC2)nc1
  -4%	-22%	1%	?	-10%	-7%	-7%
- COc1ccc(C(=O)N[C@H](C(=O)OCC(=O)NC(=O)c2cccn2C)C(C)C)cc1
  0%	-17%	-2%	?	-14%	-12%	20%
- Cc1ccc(O)c(NC(=S)NC(=O)CC(C)C)c1
  -12%	-23%	-1%	42	?	8%	-9%[2.32 µM]
- Cc1cc(C)n(CC(C)C(=O)O)n1 (centres undefined)
  1%	-15%	1%	-2	2%	-11%	6%
- COc1ccccc1NC(=S)NC(=O)Cc1ccccc1
  -6%	/	/	-32	/	/	5%
- CC1CCN(S(=O)(=O)c2ccc(NC(=O)CN3C(=O)NC(C)(c4ccccc4)C3=O)cc2)CC1 (centres undefined)
  -2%	-10%	/	3	-6%	3%	4%
- COc1ccc(NC(=O)Cn2cnc3ccccc3c2=O)cc1OC
  -3%	1%	1%	3	-3%	/	-10%
- O=C(c1ccco1)N1CCN(Cc2ccccc2F)CC1
  5%	-24%	7%	157	-4%	99%	-19%
- CC(C)(C)c1ccc(C(=O)O/N=C(\N)Cc2cccs2)cc1
  2%	/	/	28	/	/	-8%
- Cc1ccc2oc(-c3ccco3)cc(=O)c2c1
  2%	-15%	-9%	40	-9%	/	-3%
- Cc1cc(SCC(=O)Nc2nsc(-c3ccc(C(C)(C)C)cc3)n2)nc2ccccc12
  -2%	/	/	289	23%	6%	/
- COc1ccc(S(=O)(=O)N(C)CC(=O)N2CCN(c3ccc(F)cc3)CC2)cc1OC
  0%	98%[activator]	-7%	-5	-11%	18%	2%

Rewritten as tab-separated lines: entries from further up
Compound	Tb PYK inh	AmpC no deterg	LmPK inh	HCMV inh	AmpC inh detg	Sm TGR block	AMA1-RON2 inh
CC(NC(=O)COC(=O)c1ccc2ccccc2n1)c1ccccc1 (centres undefined)	-1%	-21%	/	-32	/	/	20%
CCN(CC)C(=O)[C@H]1C[C@H](CC(=O)NCCCn2ccnc2)C(=O)N2CCc3c([nH]c4cc(CCC(=O)N(C)C)ccc34)[C@]12C	-11%	33%	/	19	/	/	1%

An excerpt from above in order of number of heavy atoms, smallest number first:
Values run as follows: Tb PYK inh	AmpC no deterg	LmPK inh	HCMV inh	AmpC inh detg	Sm TGR block	AMA1-RON2 inh
- Cc1cc(C)n(CC(C)C(=O)O)n1 (centres undefined)
  1%	-15%	1%	-2	2%	-11%	6%
- Cc1ccc2oc(-c3ccco3)cc(=O)c2c1
  2%	-15%	-9%	40	-9%	/	-3%
- Cc1ccc(O)c(NC(=S)NC(=O)CC(C)C)c1
  -12%	-23%	-1%	42	?	8%	-9%[2.32 µM]
- O=C(c1ccco1)N1CCN(Cc2ccccc2F)CC1
  5%	-24%	7%	157	-4%	99%	-19%
- CCOc1cc(/C=C(\C#N)c2[nH]nc(N)c2C#N)ccc1O
  -15%	-44%	3%	64	-17%	7%	20%
- Cc1c(Cl)cccc1Nc1nc(N)nc(CSc2ncccn2)n1
  10%	79%	16%	-94*	?	-5%	3%
- COc1ccc(NC(=O)Cn2cnc3ccccc3c2=O)cc1OC
  -3%	1%	1%	3	-3%	/	-10%
- CCOc1ccc(Oc2ccc(-c3nnc(-c4ccccc4)o3)cc2[N+](=O)[O-])cc1
  1%	-36%	1%	4	?	-21%	15%
- Cc1cc(SCC(=O)Nc2nsc(-c3ccc(C(C)(C)C)cc3)n2)nc2ccccc12
  -2%	/	/	289	23%	6%	/
- CC1CCN(S(=O)(=O)c2ccc(NC(=O)CN3C(=O)NC(C)(c4ccccc4)C3=O)cc2)CC1 (centres undefined)
  -2%	-10%	/	3	-6%	3%	4%

Next part.
Values run as follows: Tb PYK inh	AmpC no deterg	LmPK inh	HCMV inh	AmpC inh detg	Sm TGR block	AMA1-RON2 inh
- Cc1oc(-c2cccc(F)c2)nc1CN1CCCN(C(=O)c2ccco2)CC1
  -1%	79%[activator]	-6%	0	-1%	?	-9%
- CC1CCCCN1CC(=O)Nc1ccc(Oc2ccccc2)cc1 (centres undefined)
  7%	28%	-6%	21	4%	-2%	-2%
- Cc1cc(C)c(-n2c(SCc3nc4ccccc4s3)n[nH]c2=O)c(C)c1
  -5%	1%	0%	51	15%	28%	-14%
- O=C(c1cc2cc(Cl)ccc2oc1=O)N1CCCCCCC1
  6%	-10%	3%	-20	-13%	-1%	0%
- CCOC(=O)c1ccc2nc(C)c3c(c2c1)OC(C)C3 (centres undefined)
  1%	68%[activator]	3%	-36	1%	5%	-4%
- CC(C)C(C(=O)Nc1ccc(S(=O)(=O)N2CCOCC2)cc1)N1C(=O)c2ccccc2C1=O (centres undefined)
  -4%	65%[activator]	7%	17	?	-31%	-20%
- COc1ccc(-c2n[nH]c(=S)n2-c2ccc3c(c2)OCCO3)cc1OC
  ?	-18%	?	5	4%	6%	84%[activator]
- CCCCCC(=O)N1CCCC(c2nc(-c3ccc(OC)cc3)no2)C1 (centres undefined)
  -1%	101%[activator]	2%	-20	-4%	-1%	4%
- O=C(COC(=O)c1ccc2c(=O)n3c(nc2c1)CCC3)Nc1ccc(OC(F)F)cc1
  8%	33%	1%	73	-5%	4%	2%
- COc1ccc(Cc2nnc(N/N=C/c3ccc(N(C)C)cc3)[nH]c2=O)cc1OC
  -2%	-3%	6%	-32	-5%	-2%	3%
